Screening results from PubChem.
MITF TRPM1 inh – inhibitors of MITF-driven TRPM1 promoter in melanoma cells. inhibition, % at 12.5 µM. AID 488899. hit rate 0.83% among 330,000. SK-MEL-5 TRPM1 promoter luciferase, 24 h;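 active = mean inhibition across replicates of 60% or more, whatever share of single replicates reaches that level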; note: values of inactives mirror those of a sister screen read the other way
Peg3 promoter – inhibitors of Peg3 promoter. HeLa PEG-Prom luciferase reporter, luminescence, overnight. inhibition, % at 20 µM. hit rate 1.7% among 360,000;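 active = inhibition of at least 50% at 20 µM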
NR2E3 ag-1 – activates human NR2E3 receptor | hit rate 0.35% among 360,000 | inhibition of corepressor binding, % at 3.98 µM | CHO-S Gal4-NCOR/VP16-NR2E3 two-hybrid, luciferase | AID 602229;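 active = inhibition above the mean of all tested compounds plus 3 SD, cut at about 70% in these data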;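 note: 0% = DMSO with NR2E3 transfected cells and 100% = cells lacking NR2E3 construct; higher means lower luciferase signal from less NR2E3 corepressor binding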
Target sequence (Q9Y5X4 whole entry, looked up, the tested form may be a part): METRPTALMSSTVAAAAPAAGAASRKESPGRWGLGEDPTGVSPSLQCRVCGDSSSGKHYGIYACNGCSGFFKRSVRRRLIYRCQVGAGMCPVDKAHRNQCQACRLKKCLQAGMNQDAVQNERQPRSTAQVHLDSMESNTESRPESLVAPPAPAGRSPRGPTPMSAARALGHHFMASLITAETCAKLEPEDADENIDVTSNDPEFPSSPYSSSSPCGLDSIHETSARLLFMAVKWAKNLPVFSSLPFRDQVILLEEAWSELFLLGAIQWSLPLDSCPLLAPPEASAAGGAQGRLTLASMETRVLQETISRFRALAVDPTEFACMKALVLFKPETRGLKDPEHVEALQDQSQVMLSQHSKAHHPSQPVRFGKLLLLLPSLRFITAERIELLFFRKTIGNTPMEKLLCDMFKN
TWEAK Fn14 block – blocks TWEAK-Fn14 interaction in a reporter cell assay; inhibition, % at 10 µM; TWEAK-stimulated Fn14 reporter cells, luciferase luminescence, 8 h; hit rate 2% among 360,000; AID 1159606; in the data active = inhibition above about 50%
Shn3 inh set2 – Schnurri-3 reporter inhibition in Clone20 osteoblasts; Clone20 osteoblast Shn3 3'UTR firefly luciferase, 24 h; inhibition, % at 12.5 µM; hit rate 0.52% among 360,000; AID 588674;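 active = mean inhibition of at least 75% with every replicate also reaching 75%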;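 note: 0% = median of neutral control wells and 100% = pilot-screen positive control compound; some compounds past the cut are filed as inactive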
NR2E3 ag-2 – agonists of human nuclear receptor NR2E3. hit rate 0.12% among 320,000. AID 2300. Q9Y5X4. GST-NR2E3/biotin-RetCOR TR-FRET, 1536-well. inhibition of corepressor binding, % at 4.78 µM;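 active = percent inhibition above the cutoff of mean plus 3 SD of all tested compounds, set per screening campaign, cut at about 20% in these data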;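 note: 0% = DMSO wells and 100% = biotin wells as full block of FRET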
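Material: NR2E3–RetCOR corepressor complex / Amount: 1.35 nM GST-NR2E3 / Medium: Tris pH 7.5 / Compound: single nominal compound dose of 4.8 µM / Incubation: 5 h at 4 °C / Technique: TR-FRET, Eu(K)-anti-GST donor, streptavidin-D2 acceptor, ex 340, em 617/671 nm / Read-out basis: percent loss of FRET ratio relative to control wells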
KKLEB tox – CF airway cell cytotoxicity counter-screen | AID 602141 | KKLEB CF airway cells viability, ATPlite luminescence, overnight; active compounds read low; cells stimulated with P. aeruginosa culture filtrate | activity change (cytotoxicity), % at 5 µM | hit rate 0.36% among 360,000;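 active = corrected activity change at or below -50% at 5 µM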
CF NFkB inh – blocks PAF-induced NF-kB reporter in cystic fibrosis cells; AID 588850; KKLEB NF-kB-GFP reporter, GFP fluorescence overnight; inhibition, % at 5 µM; hit rate 0.86% among 360,000;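 active = at least 50% inhibition at 5 µM, scaled per plate between neutral and stimulator controls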;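 note: PAF is a Pseudomonas aeruginosa culture filtrate used as stimulus; plate controls were PAF-stimulated DMSO wells for no effect and unstimulated DMSO wells for full effect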
HIF-2a block – blocks HIF-2a reporter activity; 786-0 RCC cells HIF-2a reporter, luciferase luminescence, overnight; inhibition, % at 18.8 µM; hit rate 0.72% among 360,000;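 active = inhibition of the luminescence signal of 40% or more relative to plate controls, in a single-dose primary screen at 18.75 µM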
hiPSC survival – increases survival of single human iPS cells. hiPSC single-cell survival, ATPlite luminescence; 100% = ROCK inhibitor wells, 0% = DMSO. survival enhancement, % at 20 µM. hit rate 0.044% among 360,000; in the data active = survival enhancement above about 18%;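 note: cells exposed to compounds for 16 hours before the ATP read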
aDG glyco up – alpha-DG glycosylation activation | Pro5-aDG cells, alpha-DG glycosylation AlphaScreen (IIH6); 0% Pro5, 100% B10-LARGE cell signal | activation, % at 10 µM | hit rate 0.22% among 360,000 | AID 624168;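 active = activation of at least 8% versus controls, or a plate z-score of at least 8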;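 note: Pro5 are CHO cells carrying HIG-tagged alpha-DG that lacks glycosylation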
Active calls of the source: *; nt = not tested or not shown.

Second line of a record: CF NFkB inh | aDG glyco up | KKLEB tox | NR2E3 ag-1 | MITF TRPM1 inh | hiPSC survival | HIF-2a block | NR2E3 ag-2 | TWEAK Fn14 block | Peg3 promoter | Shn3 inh set2
[1] CN(c1ccccc1)S(=O)(=O)c1ccc(NC(=O)c2ccco2)cc1
  6.6 | -0.4 | 5.3 | -12.8 | -8.2 | 2.0 | -26.6 | 1.3 | -6.4 | -3.6 | 0.6
[2] O=C(Nc1ccccc1C(=O)O)c1ncn[nH]1
  4.1 | 0.3 | -1.5 | -4.1 | 0.9 | 4.5 | 13.9 | nt | -18.9 | 5.8 | 1.9
[3] CCOc1ccc(OCCSc2nc3ccccc3o2)cc1
  -0.2 | 0.2 | 12.6 | -5.2 | -10.8 | -0.6 | -106.3 | -0.2 | -10.2 | -68.3 | 7.4
[4] CC(=O)c1cccc(-c2ccnc3c2CC(C(=O)NCc2ccco2)O3)c1 (stereo not drawn)
  17.4 | -0.5 | -10.6 | -5.1 | nt | -0.6 | 11.3 | nt | 14.1 | -29.8 | 22.2
[5] O=C(CCCn1cncn1)N1CCCC(N2CCN(c3ccccc3F)CC2)C1 (stereo not drawn)
  -26.2 | 0.4 | 11.5 | 2.4 | 6.7 | 0.3 | 6.8 | 2.4 | -0.6 | -12.7 | 7.1
[6] COC(=O)C1=C(O)CSC1=Nc1cccc(C(F)(F)F)c1
  -3.1 | -0.1 | 4.5 | -17.7 | 1.3 | 0.3 | 12.2 | 0.0 | -2.9 | 17.1 | 5.5
[7] COc1ccc(Oc2cc(C(F)(F)F)cnc2C(N)=O)cc1
  3.0 | -0.2 | -15.1 | -10.7 | 11.1 | 1.9 | 7.8 | 3.5 | 19.1 | -4.8 | 12.2
[8] CC1(O)C(=O)c2ccccc2N(c2ccccc2)C1=O (stereo not drawn)
  0.0 | -0.2 | -2.3 | 12.6 | 10.0 | -3.0 | 4.2 | -2.2 | -12.4 | 2.5 | 6.7
[9] Cc1sc2ncnc(N3CCC(C(=O)Nc4nc5ccc(Cl)cc5s4)CC3)c2c1C
  -8.5 | 0.5 | -7.9 | -99.3 | -35.2 | 0.9 | -244.2 | 0.7 | -49.2 | -293.6 | -50.5
[10] Cn1c(N)c(N2CCCCC2)c(=O)n(CC(=O)Nc2cccc(C#N)c2)c1=O
  -10.7 | -0.4 | 13.2 | -14.4 | 1.9 | -1.4 | 8.8 | nt | -2.8 | 7.6 | 19.4
[11] COc1ccc(C(=O)CCC(=O)O)c(C)c1
  -18.4 | 0.2 | -0.2 | 8.8 | 2.6 | 7.3 | 15.8 | 1.3 | 9.6 | 3.3 | -3.8
[12] CCOC(=O)/C(=N\Nc1cccc(C(F)(F)F)c1)N(CCOC)CCOC
  6.9 | -0.1 | 1.9 | -15.9 | 0.4 | 3.3 | 7.4 | -3.8 | -14.2 | 5.9 | 3.5
[13] Cc1ccc(C)c2[nH]c(=O)c(CN(CCCN(C)C)C(=O)NCc3ccccc3)cc12
  -2.6 | 0.0 | 3.5 | -14.0 | 6.5 | -0.5 | 17.3 | 0.1 | 1.9 | 27.9 | 3.9
[14] O=C(/C=C/c1ccccc1)C1=C(O)C(=O)N(CCO)C1c1cccc([N+](=O)[O-])c1 (stereo not drawn)
  -11.4 | 0.2 | 21.0 | -4.0 | nt | -0.2 | 15.5 | 5.7 | 6.2 | 6.3 | -10.8
[15] Cc1cccc(C(=O)Nc2sc3c(c2C(=O)O)CCCC3)c1
  1.1 | 0.4 | 0.7 | -107.7 | 7.1 | -0.4 | -384.6 | -1.8 | 29.5 | -208.7 | -0.8

In a second layout: entries from further up.
(7) COc1ccc(Oc2cc(C(F)(F)F)cnc2C(N)=O)cc1
(8) CC1(O)C(=O)c2ccccc2N(c2ccccc2)C1=O (stereo not drawn)
(9) Cc1sc2ncnc(N3CCC(C(=O)Nc4nc5ccc(Cl)cc5s4)CC3)c2c1C
(10) Cn1c(N)c(N2CCCCC2)c(=O)n(CC(=O)Nc2cccc(C#N)c2)c1=O
(11) COc1ccc(C(=O)CCC(=O)O)c(C)c1
(12) CCOC(=O)/C(=N\Nc1cccc(C(F)(F)F)c1)N(CCOC)CCOC
(13) Cc1ccc(C)c2[nH]c(=O)c(CN(CCCN(C)C)C(=O)NCc3ccccc3)cc12
(14) O=C(/C=C/c1ccccc1)C1=C(O)C(=O)N(CCO)C1c1cccc([N+](=O)[O-])c1 (stereo not drawn)
(15) Cc1cccc(C(=O)Nc2sc3c(c2C(=O)O)CCCC3)c1

Assay by compound	7	8	9	10	11	12	13	14	15
CF NFkB inh	3.0	0.0	-8.5	-10.7	-18.4	6.9	-2.6	-11.4	1.1
aDG glyco up	-0.2	-0.2	0.5	-0.4	0.2	-0.1	0.0	0.2	0.4
KKLEB tox	-15.1	-2.3	-7.9	13.2	-0.2	1.9	3.5	21.0	0.7
NR2E3 ag-1	-10.7	12.6	-99.3	-14.4	8.8	-15.9	-14.0	-4.0	-107.7
MITF TRPM1 inh	11.1	10.0	-35.2	1.9	2.6	0.4	6.5	nt	7.1
hiPSC survival	1.9	-3.0	0.9	-1.4	7.3	3.3	-0.5	-0.2	-0.4
HIF-2a block	7.8	4.2	-244.2	8.8	15.8	7.4	17.3	15.5	-384.6
NR2E3 ag-2	3.5	-2.2	0.7	nt	1.3	-3.8	0.1	5.7	-1.8
TWEAK Fn14 block	19.1	-12.4	-49.2	-2.8	9.6	-14.2	1.9	6.2	29.5
Peg3 promoter	-4.8	2.5	-293.6	7.6	3.3	5.9	27.9	6.3	-208.7
Shn3 inh set2	12.2	6.7	-50.5	19.4	-3.8	3.5	3.9	-10.8	-0.8

Next results
Second line of a record: CF NFkB inh | aDG glyco up | KKLEB tox | NR2E3 ag-1 | MITF TRPM1 inh | hiPSC survival | HIF-2a block | NR2E3 ag-2 | TWEAK Fn14 block | Peg3 promoter | Shn3 inh set2
[16] O=S(=O)(Nc1ccc2c(c1)nc1n2CCN(Cc2ccccc2)C1)c1ccc(Cl)cc1
  -2.2 | 0.1 | -7.3 | 12.5 | -0.1 | -0.4 | 11.8 | -0.7 | -10.8 | 16.5 | 5.3
[17] Cc1[nH]c2ccc3c(ncn3CCC#N)c2c1C
  -21.1 | 0.0 | -1.4 | 20.4 | 13.2 | 0.0 | 10.7 | -8.8 | -20.9 | -3.0 | 16.5
[18] CCc1ccc(C2=NNC(=Nc3cccc(S(=O)(=O)N(C)C)c3)SC2)cc1
  -7.8 | 1.0 | -7.4 | 10.6 | 53.1 | -2.1 | -5.2 | -0.1 | 71.5* | -15.1 | 76.4
[19] O=C(NC(c1ccc(F)cc1)c1ccc2ccccc2n1)C1CCN(Cc2ccc3ccccc3n2)CC1 (stereo not drawn)
  10.6 | -0.3 | 1.3 | -21.7 | nt | -1.2 | 18.5 | nt | -11.2 | 10.1 | -7.2
[20] CCC(CC)c1nnc(NC(=O)C2CC(=O)N(CCc3ccc(OC)c(OC)c3)C2)s1 (stereo not drawn)
  -14.0 | -0.1 | 16.7 | -13.9 | 8.4 | 0.4 | 14.7 | -1.9 | -2.0 | 14.1 | 4.0
[21] CCOc1c(Br)cc(C(N)=O)cc1OC
  11.3 | -0.2 | -12.1 | -16.2 | -2.6 | 0.3 | 11.8 | 1.4 | -13.6 | -7.1 | 19.4
[22] COc1ccc(C(=O)C2CCCN(C(=O)CSC)C2)cc1OC (stereo not drawn)
  5.2 | -0.1 | -4.2 | -10.6 | 6.8 | 0.2 | -15.6 | 0.9 | -1.9 | 16.9 | -7.4
[23] CC(=O)N/C(=C\c1ccccc1)C(=O)OC(C)C(=O)NCc1ccccc1 (stereo not drawn)
  -10.1 | 0.4 | -2.2 | -5.3 | 0.3 | -0.5 | -0.7 | 2.5 | 4.2 | 4.5 | 35.0
